Screens (PubChem BioAssay)
V-ATPase pH = yeast V-ATPase proton transport regulation by pHLuorin; S. cerevisiae, pHLuorin cytosolic pH fluorescence; response, % at 10 µM; 350,000 compounds, 0.37% hits; in the data active = response mostly above about 7.3%, no sharp cut-off; inactive = mostly below about 5.4%; also: actives read high; inactives centre near 0; some compounds called inactive have numbers as strong as hits
DSG3 Ab inh = blocks pemphigus antibody binding to human desmoglein-3; AID 588358; binding (percent of control), % at 10 µM; 310,000 compounds, 0.48% hits; DSG3-coupled beads, scFv-anti-DSG3-GFP binding, flow cytometry; active compounds read low;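 active = binding more than 3 SD below its plate's average and above zero; inconclusive = below that plate limit but binding exactly zero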;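 also: hits lower antibody fragment binding to DSG3; some compounds called inactive have numbers as strong as hits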
Arr AP2 block = blocks beta-arrestin peptide binding to AP2 adaptin. FITC-arrestin peptide / GST-AP2 beads, flow cytometry; AP2 beta2 appendage carries R879A mutation. inhibition, % at 10 µM. 340,000 compounds, 0.31% hits. AID 504490;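 active = inhibition above a set limit, near 3 SD of compounds lacking own fluorescence, cut at about 54% in these data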;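 also: plate controls were DMSO wells for no effect and 5 µM unlabelled arrestin peptide for full effect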
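system = GST-tagged AP2 beta2-adaptin appendage (R879A) on 4 µm glutathione beads | reagent = FITC-labelled arrestin peptide probe, 50 nM final | schedule = compound with beads 12 min RT, then probe 1 h RT | signal = HyperCyt-sampled flow cytometry, FL1 channel, ex 488/em 535 nm | read-out = percent response from loss of bead-bound FITC fluorescence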
LANA DNA inh = KSHV C-LANA DNA binding inhibition; MBP-C-LANA/FAM-LBS DNA binding, fluorescence polarization; inhibition, % at 9 µM; 340,000 compounds, 0.078% hits; AID 504423;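 active = highest replicate inhibition at or above 60% at 9 µM, even if other replicates fall short; inactive = all replicates below 60% inhibition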;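 also: 0% = neutral control wells and 100% = 4 µM acridine orange control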
RTF Ca sens inh = cardiac RTF calcium desensitization; 340,000 compounds, 0.12% hits; IANBD-labeled cardiac RTF, Ca2+ fluorescence; inhibition, % at 7.15 µM;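 active = inhibition above the mean inhibition of all tested compounds plus 3 SD, cut at about 17% in these data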;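 also: assay run at fixed EC70 calcium of 1.6 mM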
CAL PDZ FP-1 = inhibitors of human CAL PDZ peptide binding; Q9HD26; purified CAL PDZ, TMR-peptide fluorescence polarization, 1 h; inhibition, % at 20 µM; 330,000 compounds, 0.02% hits; AID 504414;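 active = highest replicate inhibition of at least 40%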;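 also: plate controls were DMSO neutral control wells for no effect and unlabeled competitor peptide control wells for full effect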
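material = purified tagged CAL PDZ domain construct (CerCALP) | buffer or medium = sodium phosphate/NaCl buffer pH 7.4 with TCEP, IgG, Thesit | reagent = TMR-labelled reporter peptide T*-PRC34 bound in PDZ groove | incubation = 1 h room-temperature incubation prior to read | measured by = fluorescence polarization (mP) | evaluation = percent inhibition from loss of millipolarization | control set = unlabelled peptide and DMSO controls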
NSD2 HMT inh = NSD2 (human) methyltransferase inhibition | NSD2 peptide methylation, AlphaScreen, 120 min | O96028 | AID 743445 | 310,000 compounds, 0.54% hits | inhibition, % at 12.5 µM; in the data active = inhibition above about 50%
DAGLB inh = diacylglycerol lipase beta (human) inhibition; inhibition, % at 5.17 µM; AID 504411; Q8NCG7; HEK293T DAGLB membrane lysate, EnzChek fluorogenic substrate; 340,000 compounds, 0.059% hits; in the data active = inhibition above about 34%;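 also: 0% = enzyme with vehicle and 100% = wells lacking enzyme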
Target sequence (Q8NCG7 whole entry, looked up): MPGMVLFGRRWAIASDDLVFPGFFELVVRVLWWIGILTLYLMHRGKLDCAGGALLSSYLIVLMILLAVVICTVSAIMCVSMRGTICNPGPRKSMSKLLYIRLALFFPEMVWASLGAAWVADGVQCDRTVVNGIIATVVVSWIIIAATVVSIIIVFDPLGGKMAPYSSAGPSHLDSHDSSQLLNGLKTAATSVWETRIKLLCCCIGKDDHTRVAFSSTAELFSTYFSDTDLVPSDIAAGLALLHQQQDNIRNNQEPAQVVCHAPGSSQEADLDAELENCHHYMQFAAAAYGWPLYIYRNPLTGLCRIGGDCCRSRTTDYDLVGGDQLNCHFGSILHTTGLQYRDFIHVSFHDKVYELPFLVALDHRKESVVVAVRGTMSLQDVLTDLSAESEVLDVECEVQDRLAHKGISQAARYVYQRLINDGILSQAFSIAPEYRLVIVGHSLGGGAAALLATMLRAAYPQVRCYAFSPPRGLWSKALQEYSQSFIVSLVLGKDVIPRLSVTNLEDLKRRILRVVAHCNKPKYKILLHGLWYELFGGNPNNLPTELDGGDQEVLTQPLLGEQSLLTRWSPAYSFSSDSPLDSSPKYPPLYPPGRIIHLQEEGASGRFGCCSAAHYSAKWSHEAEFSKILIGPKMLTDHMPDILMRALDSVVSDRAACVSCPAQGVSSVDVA
Keap1 Nrf2 FP = Keap1-Nrf2 (human) interaction inhibition; Keap1 Kelch-Nrf2 peptide fluorescence polarization, 1536-well; inhibition, % at 9.4 µM; 340,000 compounds, 0.15% hits; AID 504523; in the data active = inhibition above about 12%; inconclusive = no clear call, values can overlap the other calls; inactive = below about 7.3%;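 also: human Keap1 Kelch domain with fluorescein labeled Nrf2 9mer peptide probe; 0% = neutral control wells and 100% = peptide positive control; higher means more block of Keap1 binding to Nrf2 peptide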
CAL PDZ FP-2 = CAL PDZ (human) peptide binding inhibition | Q9HD26 | purified CAL PDZ, TMR-peptide fluorescence polarization, 1 h | inhibition, % at 24.9 µM | 300,000 compounds, 0.92% hits | AID 602252;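 active = mean inhibition of at least 30% with at least half of replicates also reaching 30%; inconclusive = no clear call, values can overlap the other calls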;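 also: 0% = DMSO neutral control and 100% = excess unlabeled competitor peptide PRC23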
The depositor's hits bear a star; ? = inconclusive; . = no result given. Only part of the results is shown; the hit share may differ from the screen's.

SMILES | V-ATPase pH | DSG3 Ab inh | Arr AP2 block | LANA DNA inh | RTF Ca sens inh | CAL PDZ FP-1 | NSD2 HMT inh | DAGLB inh | Keap1 Nrf2 FP | CAL PDZ FP-2
Cc1ccc(CN2CCSc3ccc(C(=O)N4CCN(c5ncccn5)CC4)cc32)cc1 | -2 | 97 | 1 | 1.4 | -3 | 1.2 | . | -1 | -5 | -3
CSc1cc(/C=N/O)c(SC)s1 | 1 | 92 | 1 | 7.9 | 3 | 1.3 | 0 | 0 | -3 | -1
COc1ccc(-n2c(-c3ccc(Br)cc3)n[nH]c2=S)cc1 | 2 | 117 | -1 | -1.1 | -7 | -0.1 | 3 | 0 | -3 | -6
Clc1ccc(N=C2SCC3CCCCN23)cc1 (centres undefined) | -2 | . | 9 | -0.1 | 2 | -2.5 | -2 | -8 | -2 | 1
O=C(/C=C/c1ccc2c(c1)OCO2)Nc1nc(-c2ccccc2)cs1 | 3 | 105 | 0 | 0.3 | 5 | -3.8 | 5 | -1 | -7 | 3
CCOC(=O)N1CCN(C(=O)c2ccc(Cn3c(=S)[nH]c4ccc(Br)cc4c3=O)cc2)CC1 | -1 | 106 | 3 | -0.7 | -1 | -1.2 | -3 | -1 | -3 | 0
O=C(Nc1ccccc1C(=O)Nc1ccccn1)c1cccc([N+](=O)[O-])c1 | 5 | 117 | 14 | . | 7 | -0.7 | 3 | -3 | -3 | -3
COc1ccc(-n2sc3ccc(F)cc3c2=O)cc1 | -2 | 50* | 30 | -1.6 | -15 | -0.4 | . | 2 | -2 | -1
COc1ccccc1N1CCN(C(=O)c2cccc(S(=O)(=O)NCc3cccnc3)c2)CC1 | -2 | 101 | -8 | 2.0 | -6 | 0.0 | -1 | 4 | -1 | .
CCO[C@@H]1OC(C(=O)NCc2nc3ccccc3[nH]2)=C[C@H](C)[C@H]1CCCO | 3 | 97 | . | 0.5 | 3 | -1.1 | . | -4 | -3 | -2
CC#CC#Cc1cccc(=O)o1 | 0 | 125 | 20 | -0.9 | -12 | 0.1 | 1 | -8 | 4 | -6
O=C(NCC1CCCO1)NC12CC3CC(CC(C3)C1)C2 (centres undefined) | 1 | 78 | -1 | 1.0 | -4 | -3.2 | 2 | 0 | -3 | -1
CCOC(=O)CSC1=C(C#N)C(c2sccc2C)C(C(C)=O)=C(C)N1 (centres undefined) | 0 | 103 | 3 | 0.7 | -3 | -2.9 | -2 | -6 | -5 | 0
CCc1c(C)nc(N2CCOCC2)[nH]c1=O | 3 | 102 | 7 | -0.3 | -5 | -0.6 | -2 | -1 | -2 | 1
CC(=O)NC(=S)Nc1cccc2ccc(C)nc12 | 1 | 110 | -1 | -0.2 | -1 | -0.1 | -3 | -4 | -1 | -1
Cn1c(N)c(N2CCCCC2)c(=O)n(CC(=O)Nc2ccc(Cl)c(Cl)c2)c1=O | 4 | 106 | 19 | -0.1 | 1 | -1.6 | -4 | 1 | -4 | -4
Cc1ncoc1C(=O)N1CCc2c([nH]c3ccccc23)C1C(C)(C)C (centres undefined) | 5 | 97 | 4 | -0.4 | -19 | -0.5 | 2 | -2 | 3 | .
O=C1NNC(c2ccccc2)=N/C1=C\c1ccc(Cl)cc1 | -2 | 109 | -2 | . | . | . | 46 | . | . | .
CCCCn1c(=O)[nH]c(=O)c2c1nc(-c1ccccc1F)n2Cc1ccccc1OC | 0 | 103 | -38 | 0.5 | -4 | -2.0 | 5 | 14 | -4 | -6
COc1cc2ncnc(NCc3cccc(F)c3F)c2cc1OC | 4 | 109 | 13 | -2.7 | -10 | -6.8 | -1 | 1 | -1 | -3
Cc1ccc(/C=C2\SC(=S)N(CCC(=O)N3CCCCC3)C2=O)cc1 | -4 | 99 | 28 | 0.1 | -17 | -0.1 | 0 | -2 | ? | 5
c1ccc(-c2nnc(-c3ccccc3)nn2)cc1 | 0 | 95 | 18 | . | . | . | 0 | . | . | .
COc1cc2c(cc1OC)CN(C1CCC(C)CC1)CC2 (centres undefined) | -1 | 126 | 2 | -0.6 | -9 | -0.5 | 9 | 1 | -3 | -4
O=C1CCCN1c1ccc(S(=O)(=O)N2CCN(c3ccccn3)CC2)cc1 | -1 | 127 | -6 | -1.4 | -2 | -1.5 | -2 | -1 | -5 | 14
O=C(Cn1nc(-c2ccc(F)cc2)ccc1=O)Nc1ccc(C(=O)NC2CC2)cc1 | -1 | 88 | 3 | 1.1 | 2 | -0.2 | 0 | 2 | -2 | -2

(continued)
SMILES | V-ATPase pH | DSG3 Ab inh | Arr AP2 block | LANA DNA inh | RTF Ca sens inh | CAL PDZ FP-1 | NSD2 HMT inh | DAGLB inh | Keap1 Nrf2 FP | CAL PDZ FP-2
Cc1ccc(OCC(=O)Nc2ccc(-c3nnc(-c4ccco4)o3)cc2)cc1 | -5 | 99 | 0 | 0.6 | -21 | 0.5 | 1 | 0 | -3 | -3
CN(C)C(CNC(=O)c1ccc(C(=O)c2ccccc2)cc1)c1ccccc1 (centres undefined) | -3 | 104 | 8 | 0.4 | 6 | -4.8 | 4 | 1 | -5 | 3
Cc1ccc(S(=O)(=O)N2CCN(CCNC(=O)C(=O)NCc3ccccc3)CC2)cc1 | -4 | 91 | -8 | -0.6 | -10 | -0.8 | -5 | 1 | 2 | -3
O=C(NCCCn1ccnc1)c1nn2c(C(F)(F)F)cc(-c3ccc(Br)cc3)nc2c1Cl | -7 | 101 | 9 | 0.5 | 2 | -1.9 | 0 | 1 | -2 | -2
O=C(/C=C/c1cccs1)NNC(=O)c1cccc([N+](=O)[O-])c1 | 2 | 139 | 6 | -1.8 | -3 | -2.8 | 1 | 1 | 0 | 2
O=C(Nc1nnc(CSCc2ccc(F)cc2)s1)c1ccc([N+](=O)[O-])cc1 | -2 | 94 | 8 | 1.1 | 0 | -0.6 | 1 | 4 | -4 | -1
CCCCc1c(O)nc(SCC(=O)N2CCCCC2)[nH]c1=O | -2 | 103 | 7 | 0.7 | 4 | -1.3 | -1 | -3 | -6 | -3
O=C(Cc1sc(-c2ccccc2Cl)nc1-c1ccccc1)Nc1ccc(F)cc1 | -2 | 100 | -7 | 0.7 | -2 | 0.1 | 1 | -3 | 1 | 0
COc1ccc(NC(=O)c2c(NC(=O)CNCc3ccco3)sc3c2CCC3)c(OC)c1 | -44 | 111 | -4 | -1.6 | -9 | 0.1 | -4 | -14 | -2 | -2
COCc1cc(C)n(CC(=O)Nc2ccccc2OC)c(=O)c1C#N | -1 | . | 41 | 1.0 | -6 | 0.0 | 0 | -2 | -4 | 2
COCCNC(=O)C(c1ccc(F)cc1)N(Cc1ccco1)C(=O)CCC(=O)Nc1ccccn1 (centres undefined) | 0 | 106 | 7 | -0.5 | -28 | -1.6 | -6 | -3 | -2 | -4
Cc1ccccc1NS(=O)(=O)c1cc(C(=O)Nc2cccnc2)ccc1C | 0 | 98 | -5 | -1.3 | -7 | -4.7 | -2 | 2 | -4 | -3
CCN1CCN(S(=O)(=O)CC2(C)C3CCC2(C)C(=O)C3Br)CC1 (centres undefined) | 2 | 101 | 0 | -1.6 | -8 | -0.4 | 2 | -1 | -1 | 41*
CCOC(=O)C1=C(C#N)C(C(=O)OCC)c2ncccc21 (centres undefined) | 1 | 103 | . | . | . | . | -4 | -9 | . | .
O=C(NC(=S)Nc1ccccc1Cl)c1csnn1 | -1 | 124 | -9 | 0.8 | -5 | -2.9 | -1 | -1 | -5 | -1
CC/C(=N\O)c1ccc(O)c(OC)c1 | 0 | 81 | 2 | -0.2 | -1 | -2.1 | -3 | 0 | 1 | -6
COc1ccc(C(=O)NCc2nnc(SCC(=O)Nc3nc4ccccc4s3)o2)cc1 | 1 | 85* | 11 | 0.5 | -16 | 0.0 | 1 | 2 | -2 | -4
C(=N\N(c1ccccc1)c1ccccc1)/c1ccccn1 | -1 | 116 | 18 | -0.4 | -5 | 0.5 | 2 | -4 | -2 | .
COc1ccccc1N(CC(O)COc1ccccc1)S(=O)(=O)c1ccccc1 (centres undefined) | 1 | 110 | -8 | -0.3 | 2 | -1.1 | -1 | -1 | 3 | -3
O=C(Nc1cccc(-c2cccc(F)c2)c1)C1CCN(CC2CCOC2)CC1 (centres undefined) | -8 | . | 8 | -2.1 | 6 | -3.8 | 2 | -2 | 5 | 1
COc1cccc(NC(=O)CN(C)C(=O)/C=C/c2ccc(S(=O)(=O)N3CCCCCC3)cc2)c1 | 0 | 106 | . | . | . | . | -9 | -8 | . | .
Cc1ccc(C(=O)N/N=C/C2=Cc3ccccc3OC2C)cc1 (centres undefined) | -3 | 86 | -4 | -0.2 | -45 | -8.2 | -2 | -1 | -6 | -8
N#Cc1ccccc1N1CCN(C(=O)c2ccc(NC(=O)c3ccc(Br)o3)cc2)CC1 | -2 | 106 | 0 | 0.6 | 0 | -0.9 | . | 1 | -9 | -4
COc1ccc(NC(=O)N(C)C[C@H]2Oc3ccc(NC(=O)Nc4c(C)noc4C)cc3C(=O)N([C@H](C)CO)C[C@H]2C)cc1 | -1 | 99 | 0 | -0.7 | 0 | -0.3 | . | -1 | -3 | -1
Cc1ccc(C(=O)Nc2ccc(NC(=O)c3cccs3)cc2)cc1[N+](=O)[O-] | 2 | 87 | 13 | -0.2 | -1 | -3.3 | 1 | -2 | 0 | -5

Carrying on.
SMILES | V-ATPase pH | DSG3 Ab inh | Arr AP2 block | LANA DNA inh | RTF Ca sens inh | CAL PDZ FP-1 | NSD2 HMT inh | DAGLB inh | Keap1 Nrf2 FP | CAL PDZ FP-2
O=C(COc1ccc(F)cc1)Nc1nnc(S(=O)(=O)N2CCCC2)s1 | -3 | 103 | 4 | -0.8 | -7 | -0.5 | . | 1 | -3 | .
COc1ccc(C)cc1NC(=O)CO/N=C(\N)CC(=O)NC1CCCCC1 | -1 | 103 | -6 | -0.8 | -9 | -0.6 | 0 | 0 | 1 | .
CCOC(=O)CNC(=O)CSc1nc(NCc2ccccc2)nc(N(C)C)n1 | -1 | 120 | -9 | -0.4 | -3 | . | 24 | 0 | -3 | 1
O=Cc1c(Nc2cccc(C(F)(F)F)c2)nc2ccccn2c1=O | 1 | 103 | -14 | -0.2 | 1 | -0.7 | -4 | 3 | -1 | -4
Cc1ccc(/C=N/NC(=O)CCCOc2ccc(Cl)cc2Cl)cc1 | 3 | 108 | 1 | 1.5 | 7 | 0.3 | -1 | -2 | 3 | -3
CC(C)NC(=O)c1ccc(COc2cc(Cl)ccc2Cl)o1 | -1 | 100 | -5 | -1.2 | -4 | -0.5 | -6 | -5 | -2 | -2
Cc1ccc(NS(=O)(=O)c2cc(C(=O)N3CCN(C)CC3)ccc2C)cc1 | 0 | 108 | -4 | 1.5 | 3 | -1.0 | 2 | 0 | 3 | -11
